High-throughput results as filed in PubChem BioAssay.
TexasRed fluor – counter-screen for TRb-SRC2 inhibitors: fluorescence interference; TRb/SRC2 Texas Red total fluorescence interference; actives 0.29% (n = 280,000); Potency, µM (titrated, usually from 106 µM), inactives show at the highest dose fluorescence change, negative = quenching; active means well fitted curve in either direction with a large enough effect; inconclusive means small, poorly fitted or top-dose-only effect; further: potency means the concentration at half of the fitted maximal effect; on the % scale 0 is the no-effect control and ±100 the full control effect
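Flags fluorescent or light-absorbing compounds by total fluorescence, S + 2P, at 555 nm excitation and 632 nm emission. Mixture: 20 nM Texas Red SRC2 peptide, 0.6 uM human TRb LBD, 1 uM T3, 5% DMSO; compound exposure 5 h at ambient temperature.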
Tau fluor cs – counter-screen for tau fibril formation inhibitors; tau K18 P301L Alexa594 fluorescence, heparin fibrillization; Potency, µM (doses to about 57.7 µM), without a hit: at the highest dose activity change, negative = decrease; actives 0.93% (n = 280,000); AID 1463; further: potency means the concentration at half of the fitted maximal effect; on the % scale 0 is the no-effect control and ±100 the full control effect; nearly all actives have a fitted effect of over 55% in size
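Human tau K18 P301L (15 uM unlabeled, 0.24 uM Alexa 594-labeled) in 100 mM sodium acetate pH 7 with 20 uM heparin, 6 hr at 37 C. ThT 30 uM added, 1 hr ambient; Alexa 594 FP and total fluorescence read at 555/632 nm.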
GLA spleen mod – inhibits or activates alpha-galactosidase in human spleen homogenate | actives 0.008% (n = 240,000) | AID 2107 | human spleen homogenate, 4MU-alpha-Gal fluorescence, 40 min | P06280 | Potency, µM (highest dose often 80 µM), for the others: at the top dose activity change, negative = inhibition, actives largely listed as inhibitors;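 further: potency means the concentration at half of the fitted maximal effect; 0% = enzyme with vehicle and -100% = no enzyme basal signal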
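Inhibition or activation of alpha-galactosidase in human spleen homogenate is scored by 4-MU fluorescence after 40 min at 37C, pH 5.0, with 1 mM substrate. AC50s come from concentration-response fitted to the Hill equation.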
TRb SRC2 PPI – disrupts binding of human TR beta to SRC2 | P10828 | Potency, µM (doses to about 106 µM), for inactives: at the highest dose activity change, negative = inhibition, usual class: inhibitors | AID 1469 | actives 0.065% (n = 280,000) | TRbeta-SRC2 peptide binding, fluorescence polarization; receptor liganded with 1 µM T3;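 further: potency means the concentration at half of the fitted maximal effect; plate controls were bound peptide for no effect and peptide without receptor for full effect; nearly all actives have a fitted effect of over 50% in size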
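TRb LBD 0.6 uM + Texas Red SRC2 peptide 20 nM, 1 uM T3, Tris buffer w/ 5% DMSO; compound pinned, 5 h RT; FP read ex 555/em 632; normalized to unbound and bound controls.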
NPSR antag – blocks cAMP signaling of the human neuropeptide S receptor. CHO-NPSR cells, cAMP TR-FRET, antagonist mode. actives 1% (n = 220,000). Potency, µM (doses to about 38.3 µM), for inactives: top-dose activity change, negative = inhibition, usual class: inhibitors. Q6W5P4; further: potency means the concentration at half of the fitted maximal effect; on the % scale 0 is the no-effect control and ±100 the full control effect; nearly all actives have a fitted effect of over 50% in size; many of its hits are not listed in these tables
Target sequence (Q6W5P4 whole entry, looked up): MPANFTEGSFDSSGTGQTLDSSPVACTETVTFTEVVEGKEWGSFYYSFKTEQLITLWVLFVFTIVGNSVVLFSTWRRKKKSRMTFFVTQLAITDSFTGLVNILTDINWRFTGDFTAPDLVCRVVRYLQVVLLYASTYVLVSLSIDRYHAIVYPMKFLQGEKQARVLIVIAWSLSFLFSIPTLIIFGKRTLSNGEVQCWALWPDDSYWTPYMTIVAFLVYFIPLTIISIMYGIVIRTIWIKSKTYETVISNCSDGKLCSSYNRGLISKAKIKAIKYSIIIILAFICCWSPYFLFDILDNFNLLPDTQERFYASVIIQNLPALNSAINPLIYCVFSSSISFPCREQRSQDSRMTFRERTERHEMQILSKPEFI
CBFb RUNX1 block – CBF-beta/RUNX1 interaction disruption; 230,000 tested, under 10 active; Q01196+Q13951; AID 1477; AlphaScreen CBFb-His/RUNX1-biotin binding, biochemical; Potency, µM (highest dose often 59.8 µM), for inactives: top-dose activity, negative = inhibition, hits mostly inhibitors; further: % of control where 0% means no effect
Target sequence (Q01196 whole entry, looked up): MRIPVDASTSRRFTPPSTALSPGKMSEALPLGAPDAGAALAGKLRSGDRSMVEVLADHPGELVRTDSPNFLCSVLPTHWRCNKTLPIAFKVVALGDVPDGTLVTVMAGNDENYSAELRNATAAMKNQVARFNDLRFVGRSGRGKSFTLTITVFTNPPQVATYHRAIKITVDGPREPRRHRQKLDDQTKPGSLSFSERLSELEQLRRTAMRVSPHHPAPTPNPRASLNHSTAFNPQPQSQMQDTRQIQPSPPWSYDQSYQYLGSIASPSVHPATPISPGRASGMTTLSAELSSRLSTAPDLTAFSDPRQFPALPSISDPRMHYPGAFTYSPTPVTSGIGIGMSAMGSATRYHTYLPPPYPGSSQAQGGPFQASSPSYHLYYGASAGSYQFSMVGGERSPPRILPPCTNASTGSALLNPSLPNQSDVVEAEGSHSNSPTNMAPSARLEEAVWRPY
Target sequence (Q13951 whole entry, looked up): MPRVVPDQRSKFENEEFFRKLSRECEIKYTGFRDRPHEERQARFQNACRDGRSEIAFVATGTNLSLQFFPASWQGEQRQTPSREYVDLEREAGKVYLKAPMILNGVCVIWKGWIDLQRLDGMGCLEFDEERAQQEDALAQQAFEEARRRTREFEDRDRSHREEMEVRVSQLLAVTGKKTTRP
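Read-out: AlphaScreen. Format: His-CBF-beta with biotinylated RUNX1 (30 nM each) preincubated 20 min, compound 15 min, Ni-chelate plus streptavidin beads 90 min; room temperature throughout.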
Epigenetic reg – epigenetic control regulation, reporter derepression. murine LDR cells, GFP reporter derepression, 30 h. Potency, µM (doses to about 53.9 µM), for inactives: top-dose GFP activation, hits mostly activators. actives 0.2% (n = 280,000). AID 1865; further: potency means the concentration at half of the fitted maximal effect; % of control where 0% means no effect; nearly all actives have a fitted effect of over 60% in size
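Murine LDR cells carrying a silenced, genomically integrated CMV-driven GFP reporter were exposed to compound for 30 hours at 37 C. After PBS washes, GFP-positive cells (20–120 um objects) were counted by laser-scanning microplate cytometry.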
Tau fibril FP – blocks human tau fibril formation measured by polarization. Potency, µM (series often up to 57.7 µM), without a hit: at the top dose activity, negative = inhibition, actives largely listed as inhibitors. P10636. actives 0.39% (n = 280,000). K18 P301L tau heparin fibrillization, Alexa594 FP, 6 h. AID 1468; further: potency means the concentration at half of the fitted maximal effect; on the % scale 0 is the no-effect control and ±100 the full control effect; nearly all actives have a fitted effect of over 55% in size
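FP of Alexa 594-tau after heparin (20 uM) induction. Substrate: human K18 P301L, 15 uM unlabeled, 0.24 uM labeled. Buffer 100 mM sodium acetate pH 7. 6 hr, 37 C.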
The depositor's hits bear a star; ? = inconclusive; . = no result given; & = joins results of further samples; [ ] = remark or other dose. Unless noted, the call rests on the fitted dose curve; in most records, active means well fitted curve in the direction sought with a large enough effect; inconclusive means small, poorly fitted or top-dose-only effect, or another doubt; inactive means no such curve, though single readings can be large; an effect the other way counts as inactive or inconclusive. Not all compounds are listed. The share of hits here may be higher or lower than overall.

SMILES	TexasRed fluor	Tau fluor cs	GLA spleen mod	TRb SRC2 PPI	NPSR antag	CBFb RUNX1 block	Epigenetic reg	Tau fibril FP
Cc1ccc(-c2nc3ncccn3c2NC(=O)C2CC2)cc1	-7%	6%	7%	8%	-2%[46.1 µM]	3%	-1.1%	2%
Cc1ccccc1N=C(NO)c1nonc1N	-1%[53 µM]	0%	-6%	4%[53 µM]	-21%	-4%	2.3%	-7%
CCOC(=O)c1sc2ncnc(N3CCN(C)CC3)c2c1C	-2%	6%	3%	-7%	2%	-1%	-0.8%[10.1 µM]	4%
O=C(NCc1ccccc1)C1(C(F)(F)F)CC(CCCO)CCCO1 (stereo not given)	-1%	.	-21%	-5%	.	14%	.	.
COc1ccccc1C(=O)NCc1ccccn1	-1%[53 µM]	-5%	1%	3%[53 µM]	-23%	-11%	2.9%	-9%
COc1ccc(NC(=O)/C(N=Nc2cc(S(=O)(=O)Nc3ccc(OC)cc3)ccc2OC)=C(\C)O)cc1	-1%	2%	1%	-3%	-20%	0%	0.0%	?
O=C(Nc1ccc(Cl)c(Cl)c1)Nc1cc(C(=O)NC2CC2)ccc1Cl	5%	?	-2%	-4%	-5%[46.1 µM]	1%	3.6%	?
Oc1ccc(-c2nc3ccc(Cl)cn3c2Nc2ccc3c(c2)OCO3)cc1	-1%	-30%	.	-5%	.	.	6.2%	0%
CS(=O)(=O)N(CCC#N)Cc1ccco1	-1%	-1%	-5%	7%	29%	-1%	1.2%	-4%
C/C=C(\C)C(=O)NCCN1C2=NC[C@H](C(C)C)N2C[C@@H]1Cc1ccc(OC)cc1	-2%	-8%	9%	0%	-40%	11%	-2.2%	-5%
O=C(OCC(=O)N1c2ccccc2Sc2ccccc21)C1CC(=O)N(Cc2ccco2)C1 (stereo not given)	0%	-6%	4%	2%	-26%[46.1 µM]	-4%	0.0%	-7%
CCOC(=O)NC(=O)c1cn(Nc2ncc(Cl)cc2C(F)(F)F)c(=O)[nH]c1=O	-1%	-3%	-9%	3%	-1%	6%	1.1%	2%
C=CCNC(=O)CC(=O)N/N=C/c1cccc(Br)c1	-2%	2%	-12%	2%	-1%[46.1 µM]	-8%	0.0%	-1%
COC(=O)/C(=C1\Oc2ccc(C(C)(C)C)cc2S1)C(F)(F)F	-8%	5%	-7%	-4%	-9%	-3%	1.0%	-2%
O=C(O)CNC(=O)/C(=C\c1cccc([N+](=O)[O-])c1)NC(=O)c1ccco1	-5%	3%	-5%	2%	11%	3%	2.5%	2%
O=C(CSc1ccc2nnc(-c3cccnc3)n2n1)NCc1ccc2c(c1)OCO2	-1%	-2%	3%	-13%	-2%[46.1 µM]	4%	0.0%	-2%
COc1ccc(CCNCC(=O)Nc2ccccc2C(F)(F)F)cc1	-2%	-3%	-4%	-5%	-22%	-2%	2.5%	-2%
CCOC(=O)N1CCC(Nc2c(NCCCN(CC)c3cccc(C)c3)c(=O)c2=O)CC1	-1%	-29%	8%	-2%	-21%[46.1 µM]	-12%	-0.9%	17%
COc1ccc(-n2c(=O)c3sc4ccccc4c3n(Cc3ccccc3C)c2=O)cc1OC	0%	-12%	.	-1%	.	.	2.7%	0%
O=C(CSc1nc2c(cnn2-c2ccc(F)cc2)c(=O)[nH]1)N1CCCCC1	2%	3%	-8%	5%	-14%[46.1 µM]	3%	-0.8%	1%
CCOC(=O)c1c(NC(=O)Cc2cccs2)sc(C(=O)NC2CCCCC2)c1C	-1%	-3%	4%	3%	?	4%	-0.2%	2%
O=C(CCS(=O)(=O)Cc1ccccc1)NCCc1ccccc1	-2%	-1%	9%	-4%	7%	7%	-0.4%	-8%
COC(=O)[C@H](Cc1ccccc1)NC(=O)NCCc1ccc(S(N)(=O)=O)cc1	-5%	-2%	-7%	2%	3%[46.1 µM]	-1%	-0.7%	-7%
COc1ccccc1CNCc1cc(OC)c(OC)c(OC)c1	-1%	-3%	0%	5%	16%	-2%	0.2%	2%
O=C(Nc1nnc(SCC(=O)N2CCCCC2)s1)c1cccs1	-2%	-3%	0%	5%	-2%[46.1 µM]	1%	0.0%	-1%
CCOc1ccc(CCNS(=O)(=O)c2c(C)nc3scc(C)n3c2=O)cc1OCC	0%	-8%	.	-7%	.	.	-0.4%	0%
Cc1cc(S(=O)(=O)NC2CCCCC2)c(C)s1	-2%	-12%	-5%	-1%	-20%[46.1 µM]	-1%	-3.4%	-6%
Cc1nnc(SCc2cccc3ccccc23)s1	1%	-5%	7%	-1%	6%	15%	1.1%	7%
Cc1cccc(N(C)C(=O)c2coc(=O)c3ccccc23)c1	-1%	8%	-2%	-10%	-10%[46.1 µM]	13%	-11%	-4%
COc1ccc(/C=N/NC(=O)c2cccc(COCC(F)(F)C(F)F)c2)cc1	-3%	-22%	1%	-1%	-16%	-3%	-1.4%	-15%
O=C(Nc1ccc(O)c2c(=O)cc(-c3ccccc3Cl)oc12)c1ccc(Cl)c(Cl)c1	0%&0%	-26%	-1%&-3%	9%&9%	-11%	0%&8%	1.1%	-8%
C/C(=N\NC(=O)c1ccco1)c1ccc(NC(=O)c2ccccc2)cc1	-3%	-5%	-3%	4%	8%	7%	-1.1%	9%
CC1=NN(C(=O)c2ccccc2Br)C(O)(c2cccnc2)C1 (stereo not given)	-2%	0%	2%	2%	-4%[46.1 µM]	1%	1.1%	-5%
Cc1c(C)n(C)c2ccc(C(=O)NCc3cccs3)cc12	1%	-24%	-5%	8%	-46%	-24%	-1.0%	19%
COC(=O)c1cc2c(cc1Cl)N1CCCCCC1=NS2(=O)=O	-2%	-7%	-4%	-1%	4%	3%	0.1%	0%
Cn1c(=O)n(CC(N)=O)c2ccccc21	-3%	-3%	-6%	-1%	-4%[46.1 µM]	-1%	-1.0%	0%
O=C(CCC(=O)N1CCN(S(=O)(=O)c2ccc(Cl)cc2)CC1)Nc1ccc2ccccc2c1	1%	?	8%	9%	-6%	1%	1.5%	-17%
COc1ccc(NC(=O)Nc2ccon2)c(OC)c1	-4%	0%	2%	-3%	-10%	8%	-3.6%	6%
CCN(CC)S(=O)(=O)c1cccc(NC(=O)COC(=O)CCc2nc3ccccc3s2)c1	1%	?	-22%	-2%	-11%[46.1 µM]	-3%	2.0%	-9%
CNC(=O)N/N=C(\N)c1ccccn1	-8%	-14%	-4%	1%	-13%	10%	1.0%	-7%

Reformatted: entries from further up.
Values run as follows: TexasRed fluor	Tau fluor cs	GLA spleen mod	TRb SRC2 PPI	NPSR antag	CBFb RUNX1 block	Epigenetic reg	Tau fibril FP
- Cc1cccc(N(C)C(=O)c2coc(=O)c3ccccc23)c1
 : -1%	8%	-2%	-10%	-10%[46.1 µM]	13%	-11%	-4%
- COc1ccc(/C=N/NC(=O)c2cccc(COCC(F)(F)C(F)F)c2)cc1
 : -3%	-22%	1%	-1%	-16%	-3%	-1.4%	-15%
- O=C(Nc1ccc(O)c2c(=O)cc(-c3ccccc3Cl)oc12)c1ccc(Cl)c(Cl)c1
 : 0%&0%	-26%	-1%&-3%	9%&9%	-11%	0%&8%	1.1%	-8%
- C/C(=N\NC(=O)c1ccco1)c1ccc(NC(=O)c2ccccc2)cc1
 : -3%	-5%	-3%	4%	8%	7%	-1.1%	9%
- CC1=NN(C(=O)c2ccccc2Br)C(O)(c2cccnc2)C1 (stereo not given)
 : -2%	0%	2%	2%	-4%[46.1 µM]	1%	1.1%	-5%
- Cc1c(C)n(C)c2ccc(C(=O)NCc3cccs3)cc12
 : 1%	-24%	-5%	8%	-46%	-24%	-1.0%	19%
- COC(=O)c1cc2c(cc1Cl)N1CCCCCC1=NS2(=O)=O
 : -2%	-7%	-4%	-1%	4%	3%	0.1%	0%
- Cn1c(=O)n(CC(N)=O)c2ccccc21
 : -3%	-3%	-6%	-1%	-4%[46.1 µM]	-1%	-1.0%	0%
- O=C(CCC(=O)N1CCN(S(=O)(=O)c2ccc(Cl)cc2)CC1)Nc1ccc2ccccc2c1
 : 1%	?	8%	9%	-6%	1%	1.5%	-17%
- COc1ccc(NC(=O)Nc2ccon2)c(OC)c1
 : -4%	0%	2%	-3%	-10%	8%	-3.6%	6%
- CCN(CC)S(=O)(=O)c1cccc(NC(=O)COC(=O)CCc2nc3ccccc3s2)c1
 : 1%	?	-22%	-2%	-11%[46.1 µM]	-3%	2.0%	-9%
- CNC(=O)N/N=C(\N)c1ccccn1
 : -8%	-14%	-4%	1%	-13%	10%	1.0%	-7%

(listing goes on)
SMILES	TexasRed fluor	Tau fluor cs	GLA spleen mod	TRb SRC2 PPI	NPSR antag	CBFb RUNX1 block	Epigenetic reg	Tau fibril FP
O=C(Nn1cnnc1)C1CCCN1S(=O)(=O)c1ccc(F)cc1 (stereo not given)	-1%	-1%	-10%	1%	-4%[46.1 µM]	4%	-1.0%	-1%
CCOc1ccccc1/C=C(/NC(=O)c1ccccc1)C(=O)N(CC)CC	-2%	-4%	-3%	-11%	-2%	7%	0.0%	4%
COc1ccc(CN(Cc2cccn2C)S(=O)(=O)c2ccc(F)cc2)cc1	-7%	-25%	4%	3%	39%	-30%	2.1%	-3%
Cc1cc(C(F)(F)F)n(-c2ccc(N)cc2)n1	-1%	-11%	0%	1%	16%	2%	-0.9%	7%
NC(=O)c1ccccc1NC(=O)CCCN1C(=O)CCC1=O	0%	2%	4%	1%	-6%[46.1 µM]	9%	0.0%	6%
CCC(CC)c1nnc(NC(=O)CCNC(=O)c2ccccc2Cl)s1	0%	1%	-14%	-6%	0%	3%	-1.2%	-2%
COc1ccc(CC(NC(C)=O)C(=O)NC2CCN(c3nc(C)cc(C)c3C#N)CC2)c(OC)c1 (stereo not given)	0%	5%	-22%	0%	-3%[46.1 µM]	0%	1.7%	11%
